# Bioassay records: PubChem, several laboratories
# STAT3 blocker: IL-6 driven STAT3 reporter inhibitors, primary screen, U3A cells, luciferase, luminescence, MLSCN library. 0.89% of 190,000 active. IL-6 STAT3-luciferase reporter; host cell line lacks STAT1. inhibition, % at 5.5 µM. AID 862, 2007;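 active = inhibition above the mean inhibition across all screened compounds plus 3 SD, cut at about 44% in these data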;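 also: 0% = DMSO only wells and 100% = 100 µM nifuroxazide control wells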
# TLR4 MyD88 comp: inhibitors of TLR4-MyD88 association in cells, primary screen, cell-based, HeLa CL3-4, BLA complementation, FRET ratio; Toll-like receptor 4 (Homo sapiens) + Myeloid differentiation primary response protein …; HeLa CL3-4 TLR4/MyD88 BLA complementation; inhibition, % at 8.4 µM; 0.18% of 200,000 active; in the data active = inhibition above about 25%;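 also: 0% = vehicle and 100% = reference inhibitor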
# STAT3 act: IL-6 driven STAT3 reporter potentiators, primary screen, U3A cells, luciferase, luminescence, MLSCN library. IL-6 STAT3-luciferase reporter; 100% = signal with IL-6 EC80 alone. activation (% of control), % at 5.6 µM. 0.91% of 190,000 active. AID 871, 2007;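 active = activation above the screen-wide mean of compound activation plus 3 SD, cut at about 130% in these data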;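 also: 0% = background luminescence of wells with medium and substrate only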
#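 Detection: reporter luminescence signal / Assay system: STAT1-lacking human U3A cells, STAT3 luciferase reporter / Incubation: compound pre-incubation 1 h before IL-6, then 6 h stimulation at 37 °C / Control set: IL-6-only high control / Read-out: % activation relative to IL-6 control / Probe or stimulus: Interleukin-6, 33 ng/mL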
# STAT1 act: STAT1 signaling activators, primary screen, cell-based, HTS, luciferase reporter. NIH 3T3 STAT1-luciferase reporter, IFN-gamma, luminescence; 100% = IFN-gamma alone, no compound. activation (% of control), % at 5.5 µM. 2.6% of 200,000 active;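 active = activation above the screen-wide mean activation plus 3 SD, cut at about 130% in these data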;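 also: raw ratio to IFN-gamma control signal so 100% means no change and 0% no light; values of inactives mirror those of a sister screen read the other way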
# NF-kB neuron act: activators of NF-kB expression in neurons, primary screen, cell-based, HTS; human neuronal cells, NF-kB reporter expression; active compounds read high; fold change at 12.5 µM; 1.6% of 190,000 active; in the data active = fold change above about 3.3
# Hsp70 activator: Hsp70 transcriptional activators, primary screen, cell-based, HeLa, Hsp70 promoter luciferase, luminescence, 10 µM; activation, % at 10 µM; AID 1203, 2008; 0.04% of 200,000 active; HeLa Hsp70 promoter luciferase reporter; scaled: vehicle 0, proteasome-inhibitor control 100%;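 active = activation above the mean across all tested compounds plus 3 SD, cutoff set per campaign, cut at about 5.5% in these data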;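 also: 100% = MG132 at 30 µM as the positive control and 0% = DMSO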
# STAT1 blocker: STAT1 signaling inhibitors, primary screen, cell-based, HTS, luciferase reporter | NIH 3T3 STAT1-luciferase reporter, IFN-gamma, luminescence | inhibition, % at 5.5 µM | 0.35% of 200,000 active;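 active = inhibition above a set limit, the mean inhibition across all tested compounds plus 3 SD, cut at about 34% in these data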;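 also: 0% = IFN-gamma with DMSO and 100% = IFN-gamma with 300 µM nifuroxazide; values of inactives mirror those of a sister screen read the other way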
# Redox H2O2 prof: compounds producing H2O2 with reducing agent – biochemical, NIH compound library profiling, artefact control for MLSCN library redox annotation, primary screen; DTT-dependent redox cycling H2O2, phenol red/HRP absorbance; 100% = 100 µM peroxide control, 0% = buffer; activation, % at 10 µM; 0.03% of 200,000 active; AID 878, 2007;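 active = activation of at least 50% relative to the plate's high and low controls in the primary single-dose screen; inactive = activation below 50%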;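 also: compound incubated with DTT at 0.8 mM final as the reducing agent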
# APP 5'UTR act: activators of APP 5'UTR luciferase reporter, primary screen, SH-SY5Y cells; SH-SY5Y APP 5'UTR luciferase reporter, luminescence; zero percent = DMSO vehicle wells; activation, % at 2 µM; 1% of 190,000 active; AID 1276, 2008;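 active = activation above a set limit, based on mean plus 3 SD of controls, cut at about 140% in these data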; also: values of inactives mirror those of a sister screen read the other way
# Efa HMGR inh: inhibitors of E. faecalis class II HMGR, primary screen, biochemical, Enterococcus faecalis. 0.41% of 190,000 active. HMG-CoA reductase (Enterococcus faecalis, mvaE). purified E. faecalis HMGR, NADPH absorbance 340 nm kinetic. inhibition, % at 10 µM;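 active = inhibition above a set limit, the median over all tested compounds plus 3 SD, cut at about 9.5% in these data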;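 also: enzyme runs in reverse so mevalonate oxidation gives rising NADPH absorbance; 0% = complete reaction with DMSO and 100% = background rate lacking mevalonate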
# Active calls of the source: *; . = not tested or not shown.
nr	Structure	Hsp70 activator	Redox H2O2 prof	NF-kB neuron act	TLR4 MyD88 comp	STAT3 blocker	STAT1 act	STAT1 blocker	STAT3 act	APP 5'UTR act	Efa HMGR inh
1	O=C(C1CCCO1)N1CCN(c2ccc(F)cc2)CC1 (configuration not stated)	-0.5	3.0	0.96	7	9	94	6	94	-2	0
2	COC(=O)C1=C(C)NC(C)=C(C(=O)OC)C1c1cn(-c2ccccc2)nc1-c1ccco1	-0.3	-0.2	0.88	-7	-12	99	1	113	5	-2
3	COc1ccccc1Nc1nc(=O)[nH]nc1C	-0.4	-0.1	1.1	-1	11	98	2	96	-24	-2
4	CCOC(=O)C1=C(c2ccccc2)NC(SCC)=C(C#N)C1c1cccnc1 (configuration not stated)	0.0	2.1	0.86	7	-4	90	9	112	8	3
5	COc1ccc(C(=S)N2CCNCC2)cc1	-0.5	0.2	0.86	-14	1	91	9	105	0	-8
6	Clc1ccc(Cn2cccc2C2=NCCO2)cc1	-0.3	-0.3	1	-21	3	98	2	100	2	-3
7	CCOCCCNc1nc(C)nc2c1nnn2Cc1c(F)cccc1Cl	0.1	-0.3	1.3	7	14	85	16	98	4	-2
8	COC(=O)c1cccc(NC(=S)NCc2ccc(Cl)cc2)c1	-0.1	1.5	0.81	-5	5	100	0	101	-5	0
9	Cc1sc2nc(SCC(=O)NCc3ccco3)n(CCc3ccccc3)c(=O)c2c1C	-0.4	2.7	1	9	13	92	9	93	9	-10
10	CCC(=O)N1CCc2cc(S(=O)(=O)CCC(=O)NCCc3ccc(OC)c(OC)c3)ccc21	0.1	1.5	0.83	0	-1	100	0	105	-3	-3
11	CS(=O)(=O)N1CCN(C(=O)c2csc3ccccc23)CC1	-0.2	13	0.9	-5	-1	103	-3	103	23	-2
12	N#CC(c1ccccc1F)(c1ncc(C(F)(F)F)cc1Cl)N1CCOCC1 (configuration not stated)	0.1	1.3	1.1	6	-7	97	3	111	1	2
13	Cc1ccc(NC(=O)CO/N=C(\N)c2nonc2N)cc1C	-0.5	-0.2	1.4	-6	0	97	4	100	-4	-1
14	O=S(=O)(Nc1cccc2nsnc12)c1ccccc1	-0.2	0.3	0.9	4	-2	101	-1	103	3	1
15	CN=C1SC(CC(=O)Nc2cccc(Cl)c2Cl)C(=O)N1C (configuration not stated)	-0.1	2.4	1.1	1	11	101	-1	92	-4	-7
16	Cn1cnnc1SCC(=O)Nc1c(F)cc(F)cc1Br	-0.4	0.0	1	-1	-1	104	-3	101	-2	1
17	COC(=O)C1=C(C)NC2=C(C(=O)CCC2)C1c1cn(Cc2ccc(Br)cc2)nc1-c1ccccc1 (configuration not stated)	-0.3	-8.0	0.61	1	-4	105	-6	109	6	-1
18	Cn1nnnc1-c1cc(Cl)cc(Cl)c1	-0.3	-0.7	1.2	-11	12	105	-7	98	10	-5
19	COc1ccccc1Nc1nc(-c2cccc([N+](=O)[O-])c2)nc2ccccc12	0.2	0.3	1.2	0	11	99	1	96	1	-1
20	Fc1ccccc1-c1csc(=Nc2cccnc2)n1CC1CCCO1 (configuration not stated)	-0.2	-0.2	1.1	8	-2	99	3	99	16	-2
21	CCc1ccc(NC(=O)N(Cc2ccco2)C(C)c2cccs2)cc1 (configuration not stated)	-0.1	0.3	1.1	0	18	100	-1	88	-3	-1
22	CCOC(=O)C1CCCN(c2cc(=O)n(C3CCCCC3)c(=O)[nH]2)C1 (configuration not stated)	0.1	-2.0	1.4	0	1	99	-1	100	13	2
23	CCN=C1SC(CC(=O)Nc2ccc3c(c2)OCO3)C(=O)N1CC (configuration not stated)	0.3	-1.5	0.92	-5	4	100	0	98	7	-6
24	COc1ccc(CC(=O)NCc2n[nH]c(=S)n2-c2ccccc2)cc1	-0.1	0.6	0.98	-14	-3	100	-3	108	11	4
25	COc1ccc(C(=O)C2CCCN(C(=O)c3n[nH]c4c3CCCC4)C2)cc1OC (configuration not stated)	-0.1	-0.1	0.69	1	-16	93	6	116	26	1

# Some entries already given, limited to APP 5'UTR act, STAT1 blocker and STAT3 act:
item | Molecule | APP 5'UTR act | STAT1 blocker | STAT3 act
18 | Cn1nnnc1-c1cc(Cl)cc(Cl)c1 | 10 | -7 | 98
7 | CCOCCCNc1nc(C)nc2c1nnn2Cc1c(F)cccc1Cl | 4 | 16 | 98

# Compound profiles (already shown). Order of screens: Hsp70 activator	Redox H2O2 prof	NF-kB neuron act	TLR4 MyD88 comp	STAT3 blocker	STAT1 act	STAT1 blocker	STAT3 act	APP 5'UTR act	Efa HMGR inh
# `CS(=O)(=O)N1CCN(C(=O)c2csc3ccccc23)CC1` is entered as -0.2	13	0.9	-5	-1	103	-3	103	23	-2
# `CCc1ccc(NC(=O)N(Cc2ccco2)C(C)c2cccs2)cc1` (configuration not stated) is entered as -0.1	0.3	1.1	0	18	100	-1	88	-3	-1
# `Cn1cnnc1SCC(=O)Nc1c(F)cc(F)cc1Br` is entered as -0.4	0.0	1	-1	-1	104	-3	101	-2	1

# Some of these compounds in order of their number in APP 5'UTR act, low to high:
entry	Structure	Hsp70 activator	Redox H2O2 prof	NF-kB neuron act	TLR4 MyD88 comp	STAT1 act	STAT1 blocker	STAT3 act	APP 5'UTR act	Efa HMGR inh
19	COc1ccccc1Nc1nc(-c2cccc([N+](=O)[O-])c2)nc2ccccc12	0.2	0.3	1.2	0	99	1	96	1	-1
7	CCOCCCNc1nc(C)nc2c1nnn2Cc1c(F)cccc1Cl	0.1	-0.3	1.3	7	85	16	98	4	-2
2	COC(=O)C1=C(C)NC(C)=C(C(=O)OC)C1c1cn(-c2ccccc2)nc1-c1ccco1	-0.3	-0.2	0.88	-7	99	1	113	5	-2

# Going on with the list.
nr	Structure	Hsp70 activator	Redox H2O2 prof	NF-kB neuron act	TLR4 MyD88 comp	STAT3 blocker	STAT1 act	STAT1 blocker	STAT3 act	APP 5'UTR act	Efa HMGR inh
26	O=C(NC(=S)Nc1ccccc1O)c1ccccc1Cl	-0.1	0.0	1.1	11	-7	119	-22	113	14	-1
27	COCCCN1C(=O)c2ccc(C(=O)Nc3ccccc3OC)cc2C1=O	-0.3	0.2	1.2	-5	2	101	-1	96	-13	0
28	Nc1nc(SCC(=O)NCCC(c2ccccc2)c2ccccc2)n[nH]1	-0.2	0.8	1.1	1	3	102	-3	100	0	1
29	Cc1ccc(NC(=O)N2CCCC2C(=O)NCC2CCCO2)cc1 (configuration not stated)	-0.4	-0.4	1.2	-14	8	100	-2	95	-11	-2
30	Cc1ccc(NN=Nc2nc3c([nH]2)c(=O)n(C)c(=O)n3C)cc1	-0.1	-0.2	1.4	-2	-32	107	-8	122	-3	-5
31	C=CCn1c(SCC(=O)NC(=O)NCCC)nnc1C1CCCCC1	-0.3	2.6	1.1	12	2	109	-10	102	-15	-5
32	CCCOc1cccc(NC(=O)c2c(-c3ccccc3)noc2C)c1	-0.2	0.8	0.99	-2	-1	98	-1	103	-17	-5
33	O=C(/C=C/c1ccco1)NCC(=O)N/N=C/c1ccccc1[N+](=O)[O-]	-0.1	-1.0	0.84	6	22	98	1	89	4	-5
34	COC(=O)c1sccc1N/N=C/c1ccc(OC)c(OC)c1OC	-0.2	-0.4	3	-7	4	129*	-28	95	66	-4
35	Cc1cccc(OCc2nc(C#N)c(N3CC(C)CC(C)C3)o2)c1 (configuration not stated)	0.1	-0.7	1	-15	17	100	1	93	.	2
36	COc1ccc2c(c1)cc1n2CCN2CCCN=C12	-0.3	-2.3	1.4	6	10	104	-5	97	1	-2
37	O=C(NCCc1ccccc1)C1CCN(Cc2ccccc2F)CC1	-0.4	0.4	0.91	-13	-2	104	-5	101	1	-11
38	Cc1cccc(NC(=O)CSc2nnc(-c3ccccc3Br)o2)c1C	-0.3	2.6	1.8	2	19	96	4	87	8	-4
39	CC(C)C(=O)N1CCN(CCN=CC2=C(O)CC(c3ccco3)CC2=O)CC1 (configuration not stated)	-0.3	-1.1	0.97	12	2	100	0	102	-7	3
40	Cc1nnc(SCC(=O)N(CC(C)C)c2c(N)n(CC(C)C)c(=O)[nH]c2=O)n1-c1ccccc1	-0.2	-0.2	1.5	-7	2	98	1	100	3	2
41	CCC(C)NC(=O)Cc1c(OC)ccc2cc(Br)ccc12 (configuration not stated)	-0.3	0.3	1	-9	5	104	-7	97	29	-6
42	COCCCN1CN(Cc2ccccc2)CNC1=S	0.0	0.0	0.86	-4	-3	97	4	103	6	-1
43	CCc1ccc(C(C)NC(=O)c2cc(C)oc2C)cc1 (configuration not stated)	0.3	0.4	0.9	7	7	95	6	97	10	0
44	O=C(NNc1c(Cl)cc(Cl)cc1Cl)C1CCC1	-0.3	-0.1	1.1	-11	-2	95	6	104	-13	1
45	CCSc1nc(=O)n(-c2ccccc2)c(C)c1C(C)=S	-0.1	1.1	1	11	2	100	0	102	14	4
46	CN(C)S(=O)(=O)NC(c1ccccc1)c1ccccc1	-0.3	2.6	1.1	0	-6	99	1	105	-4	3
47	CCOc1nc(Nc2ccc(OC)cc2)nc(N2CCOCC2)n1	-0.4	-0.9	0.7	-22	8	107	-9	97	12	-5
48	O=S(=O)(c1ccc2c(c1)OCCO2)N1CCC(c2nc3ccccc3s2)CC1	-0.2	-0.4	1	5	53*	92	8	54	-13	-4
49	Cc1c(Br)c([N+](=O)[O-])nn1C(C)C(=O)NCc1cccnc1 (configuration not stated)	-0.1	0.0	1.2	0	1	100	0	105	5	1
50	O=C(O)CC1SC(=Nc2cccc(O)c2)NC1=O (configuration not stated)	0.0	-2.1	1.2	-4	2	102	-1	102	8	1
51	N#Cc1cccc(-n2nnnc2-c2ccccn2)c1	-0.1	-0.1	1	12	1	101	-1	103	-7	2
52	O=Cc1ccc2oc3nc4n(c(=O)c3c(=O)c2c1)CCCS4	-0.2	0.4	1.2	-4	5	98	2	100	-8	0
